A3A deaminase – blocks human APOBEC3A ssDNA deamination | 330,000 tested, 0.41% active | inhibition, % at 20 µM | recombinant A3A, FAM/TAMRA ssDNA deamination fluorescence | P31941;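 active = at least 40% inhibition at 20 µM here, with at most 30% in a related deaminase screen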;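 note: plate controls were A3A with DMSO for no effect and wells lacking A3A enzyme for full effect; some results filed as inactive read as strong as hits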
Target sequence (P31941 whole entry, looked up): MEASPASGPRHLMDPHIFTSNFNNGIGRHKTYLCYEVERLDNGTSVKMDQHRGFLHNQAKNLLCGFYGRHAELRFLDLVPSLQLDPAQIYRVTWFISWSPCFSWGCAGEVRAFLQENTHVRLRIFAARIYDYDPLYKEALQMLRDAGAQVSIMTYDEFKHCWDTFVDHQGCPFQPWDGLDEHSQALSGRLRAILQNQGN
NR3A LBD binder – modulates the human NR3A ligand-binding domain; NR3A LBD differential scanning fluorimetry, Tm shift; 0% = protein alone, 100% = glycine-bound protein; 340,000 tested, 2.5% active; Tm shift relative to glycine control, % at 25 µM;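 active = melting temperature shift of at least 10% of the positive control shift, at one fixed dose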
APOBEC3G inh – blocks human APOBEC3G single-stranded DNA deamination; Q9HC16; recombinant A3G, ssDNA deamination FAM/TAMRA fluorescence; inhibition, % at 20 µM; 330,000 tested, 0.28% active;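 active = inhibition of at least 40% at 20 µM, with no more than 30% in the related APOBEC3A deaminase screen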;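 note: plate controls were DMSO wells with A3G for no effect and wells lacking A3G enzyme for full effect; some compounds called inactive have numbers as strong as hits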
Gli-Sufu block – Gli-Sufu pathway antagonism | Sufu-KO-LIGHT fibroblasts, Gli luciferase reporter luminescence | inhibition, % at 5 µM | 340,000 tested, 0.74% active | AID 588413;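 active = inhibition above about 55%, limit read from the data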;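 note: 0% = DMSO-treated cells and 100% = wells with medium but no cells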
CXCR6 inh – CXCR6 (human) receptor inhibition; 360,000 tested, 0.36% active; AID 602244; inhibition, % at 20 µM; CHO-K1 PathHunter CXCR6 beta-arrestin, luminescence; in the data active = inhibition above about 34%, passing the limit was not always enough;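 note: antagonist mode with CXCL16 agonist at 10 nM final; 0% = 10 nM CXCL16 with DMSO and 100% = unstimulated wells without agonist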
Target sequence (O00574 whole entry, looked up): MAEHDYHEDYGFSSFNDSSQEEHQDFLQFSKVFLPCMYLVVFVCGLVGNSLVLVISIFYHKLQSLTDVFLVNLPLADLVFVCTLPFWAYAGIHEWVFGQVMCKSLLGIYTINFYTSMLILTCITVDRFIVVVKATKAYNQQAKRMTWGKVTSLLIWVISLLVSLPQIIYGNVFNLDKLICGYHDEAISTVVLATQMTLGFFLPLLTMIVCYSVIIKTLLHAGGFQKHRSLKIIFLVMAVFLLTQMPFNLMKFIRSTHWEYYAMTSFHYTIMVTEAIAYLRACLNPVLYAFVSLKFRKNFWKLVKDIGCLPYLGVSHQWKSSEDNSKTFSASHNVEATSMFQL
EBI2 antag – EBI2 (human) antagonism. P32249. EBI2 beta-arrestin recruitment, luminescence, 7a,25-OHC stimulated. inhibition, % at 5 µM. 360,000 tested, 0.81% active; in the data active = inhibition above about 38%;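 note: enzyme fragment complementation signal reports receptor beta-arrestin coupling in cells; 0% = agonist plus DMSO wells and 100% = wells without agonist; some results beyond the cut were filed as inactive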
MPTP block – inhibitors of mitochondrial permeability transition pore. 360,000 tested, 1.4% active. isolated mouse mitochondria, Ca2+ swelling absorbance, 30 min. inhibition, % at 10 µM;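 active = inhibition of 50% or more, scaled per plate between neutral and stimulator controls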;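 note: 0% = DMSO wells given calcium and 100% = 1 mM EGTA wells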
CCR6 antagonist – antagonists of human CCR6 receptor | P51684 | CHO-K1 CCR6 PathHunter beta-arrestin, luminescence, CCL20-stimulated | 340,000 tested, 0.49% active | inhibition, % at 20 µM;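 active = compounds whose inhibition of the agonist-driven luminescence signal at 20 µM reaches about 50%, limit read from the data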;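 note: cells stimulated with CCL20 at 14 nM final; plate controls were DMSO with CCL20 for no effect and DMSO without agonist for full effect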
Target sequence (P51684 whole entry, looked up): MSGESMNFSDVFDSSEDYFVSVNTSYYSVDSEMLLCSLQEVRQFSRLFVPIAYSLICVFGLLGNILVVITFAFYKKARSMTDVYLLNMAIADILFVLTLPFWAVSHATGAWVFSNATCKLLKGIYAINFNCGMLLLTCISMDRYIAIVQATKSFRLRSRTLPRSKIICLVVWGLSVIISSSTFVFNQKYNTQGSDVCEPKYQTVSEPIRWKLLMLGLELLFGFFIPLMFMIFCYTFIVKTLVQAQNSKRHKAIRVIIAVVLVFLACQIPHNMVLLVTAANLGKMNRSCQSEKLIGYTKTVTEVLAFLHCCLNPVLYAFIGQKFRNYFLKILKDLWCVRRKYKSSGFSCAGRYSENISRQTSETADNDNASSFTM
An asterisk follows results filed as active; . = not tested or not shown. Rows are unselected. About 5.8% of those tested had a hit in this group.

SMILES | A3A deaminase | NR3A LBD binder | APOBEC3G inh | Gli-Sufu block | CXCR6 inh | EBI2 antag | MPTP block | CCR6 antagonist
O=C(O)CCc1ccc(-c2ccc(Cl)cc2)n1Cc1ccco1 | -1 | 2 | -2 | -1 | -1 | 5 | 1.3 | 5
Nc1ccc(CN2CCCCCC2)cc1 | -3 | 2 | -3 | . | -1 | -1 | 4.3 | 2
Cc1ccc(-n2c(Cc3cccn3C)nnc2SCC(=O)NC2CCCCC2)cc1 | -8 | -1 | -7 | 3 | 4 | 8 | -0.3 | 3
Cn1cnnc1SCC(=O)Nc1ccc(OC(F)F)cc1 | -3 | 2 | -16 | -10 | -8 | 2 | -3.9 | 8
COc1cc(S(=O)(=O)N2CCN(C)CC2)c(OC)cc1Br | 4 | 0 | 6 | 1 | 1 | 1 | 1.2 | -10
CNc1ccc(Oc2c(F)c(F)nc(F)c2F)cc1 | -4 | -1 | -10 | -5 | -2 | -3 | -0.2 | 11
O=C(Cn1cnc2c(cnn2-c2ccc(Cl)cc2)c1=O)NCCc1ccccc1 | 6 | -2 | 0 | 24 | 3 | -7 | -7.4 | 5
CC(=O)Nc1ccc2c(COC(=O)[C@@H](NS(=O)(=O)c3ccc(C)cc3)C(C)C)cc(=O)oc2c1 | -2 | -7 | -2 | 0 | 2 | 0 | -0.1 | 14
COc1ccc(N2CCN(C(=O)CN(c3cccc(OC)c3)S(=O)(=O)c3ccccc3)CC2)cc1 | -2 | 2 | -3 | 9 | 0 | 21 | -0.3 | 7
COc1cc(NC(=O)c2oc3ccccc3c2C)ccc1NC(=O)c1ccco1 | 13 | 24* | 1 | 34 | -9 | -25 | 0.4 | 5
Cn1nc(C(=O)NCc2ccccc2)c2c1-c1ccccc1S(=O)(=O)C2 | 0 | 0 | -4 | 0 | 3 | -12 | -1.0 | 7
O=C(NCC(=O)N1CCCCCCC1)c1ccccc1Br | -2 | 0 | -8 | -1 | 2 | -9 | -1.7 | 4
Cn1c(=O)cc(OCCCC(=O)Nc2ccccn2)c2ccccc21 | 2 | 1 | -4 | 9 | 1 | -4 | 1.5 | -7
CC(C)(C)NS(=O)(=O)c1ccc(NC(=O)C2CCCO2)cc1 (stereo not given) | -7 | 1 | -12 | 5 | -1 | -25 | 3.6 | 7
COc1ccc(C(CC(=O)c2ccc(O)cc2)S(=O)(=O)c2ccc(C)cc2)cc1 (stereo not given) | -2 | 5 | -3 | -32 | 6 | 25 | 5.1 | 11
Cc1nc(CSc2n[nH]c(=O)n2-c2cccc(F)c2)cs1 | 0 | 0 | -3 | 2 | 7 | -7 | -0.6 | 10
N#Cc1c(NC(=O)CSc2nc3ccccc3s2)sc2c1CCCC2 | -4 | -2 | -5 | 3 | -5 | 5 | 12 | -3
Cc1ccc(S(=O)(=O)N2[C@@H](c3ccc(Br)cc3)C(C(=O)O)=CC[C@H]2c2ccc(Cl)c(Cl)c2)cc1 | -3 | -7 | -4 | -6 | -2 | 8 | -1.9 | 4
Cc1cccc(Cn2c(N3CCc4ccccc4C3)nc3c2c(=O)[nH]c(=O)n3C)c1 | 1 | 1 | -2 | 2 | 3 | 2 | -0.7 | 5
CCOc1ccc(S(=O)(=O)NCCC(=O)NCc2ccccn2)cc1 | -1 | -2 | -6 | -3 | -6 | -10 | 0.5 | 10
Cc1cc(C)nc(Nc2nc3ccccc3[nH]2)n1 | -2 | -1 | -4 | -36 | 4 | -5 | 1.2 | -1
COc1cccc(CN2CC(C(=O)NCC3CCOCC3)CCC2=O)c1 (stereo not given) | -6 | -6 | -7 | -5 | -2 | -19 | -2.0 | -6
CC(C)(C)OC(=O)C[C@@H]1C/C=C\C[C@H](CC(=O)N(CCO)Cc2ccccc2)C(=O)N2CCC[C@H]2COC1=O | -4 | 1 | -8 | -10 | 3 | 6 | 0.0 | 11
COC(=O)c1cccc(Oc2cccc(Cl)n2)c1 | 6 | 0 | 1 | -11 | 2 | 10 | -2.7 | 9
Cc1cc(NCc2ccccc2)n2ncnc2n1 | -3 | -8 | -11 | 1 | -6 | -5 | -1.4 | 9
CCN1C(C(=O)Nc2cc(C)on2)=C(O)c2ccccc2S1(=O)=O | 1 | 0 | -5 | 1 | -5 | -3 | -0.7 | 21
CCn1c(-c2ccccc2)csc1=Nc1ccc(S(=O)(=O)O)cc1 | -5 | -5 | -8 | -1 | -3 | 5 | -0.3 | 5
CC1CCN(S(=O)(=O)N2CCC(C(=O)N3CCC(N(C)CC4CCCO4)CC3)CC2)CC1 (stereo not given) | 4 | 1 | -3 | 3 | -3 | -2 | -2.2 | 1
COc1ccc(C(=O)NC(=S)Nc2cccc(S(=O)(=O)N3CCOCC3)c2)cc1 | -2 | 0 | -3 | -14 | 6 | -4 | -0.2 | 16
Cc1cc2c(=O)oc(-c3ccc(Br)cc3)nc2s1 | -2 | 4 | -4 | -2 | 4 | 15 | -1.3 | 5
CC(=O)Nc1ccc(C(=O)NNC(=O)c2cccs2)cc1 | 0 | 0 | -5 | 20 | -4 | -9 | 2.2 | -3
CC(C)C(NC(=O)/C(=C/c1ccco1)NC(=O)c1ccc(Br)o1)C(=O)O (stereo not given) | 18 | -8 | 5 | 3 | 7 | -9 | -0.1 | -4
Cc1ccc2oc(-c3cccc(NC(=O)c4cc(-n5cnnc5)ccc4Cl)c3)nc2c1 | -3 | -1 | 0 | -43 | -4 | 26 | 3.7 | -6
Cc1cc(C)c(S(=O)(=O)c2cccc(C(F)(F)F)c2)c(=O)[nH]1 | -4 | -2 | -10 | 4 | 0 | 0 | -1.1 | 8
O=C(Nc1ccccn1)c1cccc(S(=O)(=O)N2CCCCC2)c1 | -2 | -6 | -5 | 8 | 3 | 11 | 1.2 | 39
COC(=O)CNC(=O)COC(=O)C(Cc1ccccc1)NC(=O)c1ccco1 (stereo not given) | -1 | -1 | -6 | 6 | -3 | -5 | 1.0 | -11
Cc1ccc(-c2ccc(C3C(C#N)=C(N)Oc4n[nH]c(C)c43)o2)cc1 (stereo not given) | 0 | -3 | 0 | -8 | 15 | -1 | 7.2 | 15
CC(=O)Nc1ccc(S(=O)(=O)Nc2nc3ccccc3nc2Nc2ccc(O)c(C(=O)O)c2)cc1 | -4 | 8 | -6 | -1 | 4 | 1 | -1.2 | -13
COc1ccc(NC(=O)CCNS(=O)(=O)c2ccc3c(c2)c(=O)n(C)c(=O)n3C)cc1OC | 1 | -1 | -7 | 2 | -3 | -1 | -1.3 | 6
Cc1cc(Cl)ccc1OCCn1cncn1 | -3 | 0 | -7 | 29 | 0 | 8 | -0.1 | -7
CC(=O)c1ccc2noc(-c3ccc(Cl)cc3)c2c1 | -4 | 1 | -4 | -9 | -12 | 1 | 0.4 | -13
CCOc1ccccc1NC(=O)c1cc(Cl)ccc1NC(=O)c1ccco1 | 4 | 0 | -4 | 4 | 2 | -48 | 1.9 | -15
COc1ccc(CNN2CCCCC2C(=O)Nc2ccc(OC)c(OCC(C)C)c2)cc1OC (stereo not given) | -8 | -2 | -8 | 5 | 8 | 4 | 2.8 | 4
CCOC(=O)Cn1nc(-c2ccc(Cl)cc2)ccc1=O | 0 | 1 | -5 | 1 | 1 | 9 | 0.4 | 5
O=C(COc1ccccc1-c1ccccc1)N/N=C/c1ccccn1 | 6 | -1 | -1 | -4 | 22 | -10 | -0.1 | 28
NNC(=O)CNC(=O)c1ccc(F)cc1 | 0 | -2 | 1 | -6 | -6 | 4 | 0.7 | 4
COc1ccccc1C(=O)O/N=C(\N)c1ccccn1 | 1 | -1 | -3 | -53 | -8 | -4 | 0.1 | -4
CCOC(=O)C1CCN(C(=O)CN(Cc2ccc(Cl)cc2)S(C)(=O)=O)CC1 | -7 | -3 | -8 | 10 | -10 | -2 | -0.7 | 3
CCCCCCCCCCCCCC(=O)NO | . | 0 | . | 1 | -11 | -5 | 2.5 | -2
CCCn1c(SCC(=O)N(C2CCCCC2)C2CCS(=O)(=O)C2)n[nH]c1=O (stereo not given) | -1 | -3 | -1 | 4 | 0 | -1 | -3.1 | 7
Cc1ccc(S(=O)(=O)N2CCOCC2)cc1NC(=O)COC(=O)C1(C)CC1(Cl)Cl (stereo not given) | -4 | 0 | -7 | 3 | 4 | 0 | -0.1 | 7
Nc1c(Cl)ncnc1NCCc1ccc(O)cc1 | 3 | 5 | -3 | 21 | -4 | -6 | 30 | 1
CCOc1ccccc1C(=O)NCC(=O)NCC(c1ccc(OC)cc1)N1CCOCC1 (stereo not given) | 0 | -2 | -5 | -1 | -13 | -6 | -1.2 | 1
O=C(C[C@H]1C/C=C\CC[C@H](Cc2ccc(F)cc2)C(=O)OCCNC1=O)NCCO | 3 | -1 | -7 | -11 | -6 | -7 | -1.2 | 0
Nc1c(-c2ccccc2)c(CSc2nc3ccccc3[nH]2)nn1-c1ccc(Cl)cc1 | . | -4 | . | 17 | 10 | 29 | 5.2 | 22
Cc1ccc2c(c1)/C(=C/c1ccco1)C(=O)N2 | -1 | -3 | -5 | 4 | 0 | -11 | 1.5 | 6
CCCCC(=O)Nc1cccc(NC(=O)c2ccc3c(c2)OCO3)c1 | -2 | -15 | -3 | . | -2 | -11 | -0.9 | 9
Cc1ccnc(NC(=O)c2ccc(Br)s2)c1 | 0 | 0 | -6 | -67 | -18 | -6 | -0.9 | 13
CCOC(=O)N1CCN(CCC(=O)Nc2ccc(F)c(F)c2)CC1 | -5 | 2 | -2 | 13 | -4 | -12 | 0.1 | -3
Cc1ccccc1-c1nc(SCc2cccnc2)c2c(=O)n(C)c(=O)n(C)c2n1 | 3 | 1 | -3 | 0 | 14 | 12 | -0.2 | -1

Remaining list, next part:
SMILES | A3A deaminase | NR3A LBD binder | APOBEC3G inh | Gli-Sufu block | CXCR6 inh | EBI2 antag | MPTP block | CCR6 antagonist
COc1ccc(NC(=O)CN(C)CC(=O)N2CCCCCC2)cc1 | 3 | 0 | 2 | -3 | 5 | 9 | 0.5 | 11
COc1ccc(CCNC(=O)CC2Nc3ccccc3NC2=O)cc1 (stereo not given) | 10 | -1 | 3 | 3 | 0 | 1 | -0.7 | 3
O=c1c2ccccc2oc2ncccc12 | -3 | -2 | -3 | -9 | -2 | -4 | -0.9 | -3
Cc1noc(C)c1NC(=O)N(C)C[C@H]1Oc2c(NC(=O)Nc3ccccc3)cccc2C(=O)N([C@H](C)CO)C[C@@H]1C | 2 | 2 | -3 | 26 | -6 | 6 | 0.3 | -4
Cc1ccccc1C(=O)NCCCNC(=O)c1ccccc1C | 5 | 0 | 5 | 5 | 1 | 1 | 4.0 | -1
CCCCCN(C(=O)CCC(=O)OCC(=O)Nc1cccc(SC)c1)c1c(N)n(CCCC)c(=O)[nH]c1=O | 1 | 2 | 7 | -8 | 8 | 1 | -1.2 | 4
Cc1ccc(C)c(S(=O)(=O)NCc2ccc(C(=O)N3CCN(C)CC3)cc2)c1 | -2 | 2 | -3 | 5 | 6 | -7 | -0.9 | -5
Cc1ccc(C(C(=O)NC2CCCCC2)N(C(=O)c2csnn2)C2CCCC2)o1 (stereo not given) | -4 | 4 | -5 | 0 | -4 | -11 | 3.3 | 4
O=C(O)C1CCC(C(=O)O)O1 (stereo not given) | . | 0 | . | 1 | 4 | -4 | -1.8 | 6
NC(=O)CCn1c2ccccc2c2ccccc21 | -2 | -3 | -6 | 0 | -1 | -3 | 0.8 | 4
Cc1ccccc1C(=O)N1CCC(C(=O)Nc2ccc(C(C)C)cc2)CC1 | 5 | 0 | 4 | 21 | 3 | 4 | -0.3 | 19
FC(F)(F)c1cccc(CNC2CCN(Cc3ccccc3)CC2)c1 | 0 | 0 | 0 | 28 | 8 | 10 | 0.3 | 15

Screens deposited in PubChem BioAssay by Sanford-Burnham Center for Chemical Genomics.
